# Source: PubChem
# CHT block – human CHT choline transport inhibition; AID 488975; CHT-expressing cells, membrane potential dye, choline response; stronger effect = lower value; B-score at 10 µM; 0.86% of 310,000 active; Q9GZV3;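 active means B-score over 3 SD under the library average, and starting fluorescence ratio not unusually high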;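 further: choline stimulus applied at its EC90 after an EC20 pre-addition; B-score computed on integrated fluorescence ratio after choline addition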
# Target sequence (Q9GZV3 whole entry, looked up): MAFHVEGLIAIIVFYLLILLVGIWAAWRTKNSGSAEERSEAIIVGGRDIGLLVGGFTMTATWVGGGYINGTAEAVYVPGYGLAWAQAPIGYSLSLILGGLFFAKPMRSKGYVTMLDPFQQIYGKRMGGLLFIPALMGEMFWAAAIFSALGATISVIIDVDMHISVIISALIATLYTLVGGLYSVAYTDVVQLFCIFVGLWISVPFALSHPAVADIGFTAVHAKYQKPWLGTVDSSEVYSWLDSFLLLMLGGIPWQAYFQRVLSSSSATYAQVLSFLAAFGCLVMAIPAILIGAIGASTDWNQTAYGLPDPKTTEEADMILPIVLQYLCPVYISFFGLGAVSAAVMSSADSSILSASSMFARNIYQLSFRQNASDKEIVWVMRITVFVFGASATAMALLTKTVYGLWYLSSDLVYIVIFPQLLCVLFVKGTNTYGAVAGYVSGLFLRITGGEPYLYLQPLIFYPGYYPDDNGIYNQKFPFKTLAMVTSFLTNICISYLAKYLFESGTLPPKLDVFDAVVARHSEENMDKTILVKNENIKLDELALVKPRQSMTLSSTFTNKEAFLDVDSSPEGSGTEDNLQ
# CHT PAM – allosterically activates the human high affinity choline transporter; CHT-expressing cells, membrane potential dye, choline EC20; stronger effect = higher value; LV-AA mutant CHT in HEK293 cells; 0.49% of 310,000 active; B-score at 10 µM; AID 488977;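 active means initial fluorescence not abnormally high and integrated response B-score, plate-corrected, over 3 SD above library mean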
# The depositor's hits bear a star; i = inactive.
SMILES,CHT block,CHT PAM
COc1ccc(N2CCN(C(=O)CCc3ccccc3OC)CC2)cc1,i,i
CCOC(=O)c1sc2ncnc(OC)c2c1C,i,i
CCOC(=O)c1sc(SC)nc1N,i,i
CCCOc1ccc(Oc2ccc(S(=O)(=O)N3CCN(C)CC3)cn2)cc1,i,i
CCCNC(=S)N1CCN(CC)CC1,i,i
COc1ccccc1-n1c(C)c(C(=O)O)c2cc(OC)c3ccccc3c21,i,i
O=C(CN1C(=O)/C(=C/c2ccccc2)SC1=S)Nc1ncc(Cc2ccccc2)s1,i,i
Cn1nccc1C(=O)N1CCC(Cc2ccccc2)CC1,i,i
CC1=NN(c2ccccc2)C(=O)/C1=C\c1cc(C)n(-c2cccnc2)c1C,i,i
COC(=O)c1sccc1NC(=O)Nc1ccccc1OC,i,i
COc1ccc(CNCCC2(Cc3ccccc3)CC(C)N(C)CC2C)cc1OC (stereo unspecified),i,i
CCc1ccc(NC(=O)CNC(=O)c2nn(-c3ccc(OC)cc3)c(=O)c3ccccc23)cc1,i,i
COc1cc(C)c(Cl)cc1S(=O)(=O)N1CCSC1,i,i
O=C(C1CCCN(Cc2ccccc2Cl)C1)N1CCCCC1 (stereo unspecified),i,i
Cc1cccc(-n2nc([N+](=O)[O-])c(N3CCN(C(=O)c4ccco4)CC3)[n+]2[O-])c1,i,i

# Overlap with the part before: 3 compounds, then new ones.
SMILES,CHT block,CHT PAM
COc1cc(C)c(Cl)cc1S(=O)(=O)N1CCSC1,i,i
O=C(C1CCCN(Cc2ccccc2Cl)C1)N1CCCCC1 (stereo unspecified),i,i
Cc1cccc(-n2nc([N+](=O)[O-])c(N3CCN(C(=O)c4ccco4)CC3)[n+]2[O-])c1,i,i
Cc1[nH]c(C)c(S(=O)(=O)N2CCN(c3ccc(Cl)cc3)CC2)c1C(=O)N1CCCC1,i,i
NC(=O)N/N=C/c1cc(Br)ccc1OCC(=O)NCc1ccccc1,i,i
O=C1CCC(C(=O)OCc2cc(=O)oc3ccc4ccccc4c23)=NN1,i,i
Cc1ccc(S(=O)(=O)NCCNc2ccc([N+](=O)[O-])cc2)cc1,i,i
Cc1ccsc1/C=N/NC(=O)c1cccs1,i,i
CCc1cc(C(c2ccc(F)cc2)N2CCOCC2)c(NC(=O)c2ccccc2)s1 (stereo unspecified),i,i
Cc1cc(C(=O)N2CCN(c3ccccc3)CC2)no1,i,i
C/C(=N\NC(=O)c1c(Br)c(C)nn1C)c1ccc(NC(=O)c2ccoc2C)cc1,i,i
CCOc1ccccc1N(CC(=O)NC1CCCC1)C(=O)CCC(=O)Nc1cc(C)on1,i,i
COc1ccc(OCc2cc(C(=O)N(C)Cc3cc(C4CC4)n[nH]3)no2)c(Cl)c1,i,i
COC(=O)c1sc(NC(=O)C(C)C)c(C(=O)OC)c1C,i,i
O=C(CCC(=O)Nc1ccc(F)cc1)N/N=C/c1c[nH]c2ccccc12,i,i
COCCN(Cc1cc2cc(C)c(C)cc2nc1Cl)C(=O)Nc1ccccc1,i,i
CCN(CC)C(=O)c1ccc2c(c1)nnn2C,i,i
O=C(Oc1ccccc1)N(c1ccccc1)c1ccccc1,i,i
COc1ccc(NC(=O)C(c2ccc(Cl)cc2)C(C)C)cn1 (stereo unspecified),i,i
Cn1cc(CNC(=O)C2CCC(=O)N(Cc3ccc(Cl)cc3)C2)cn1 (stereo unspecified),i,i
Cc1ccc2c(c1)C(=O)CC1(CCCC1)O2,i,i
CCn1cc(-c2cc(C(=O)O)on2)c(C)n1,i,i
N#Cc1ccc(CSc2nnc(-c3cccnc3)n2-c2ccccc2)cc1,i,i
O=c1[nH]c(/C=C/c2cccc(Br)c2)nc2ccccc12,i,i
O=C(Nc1ccc(-c2nnc(-c3ccco3)o2)cc1)C(c1ccccc1)c1ccccc1,i,i
Cc1ccccc1OCC(=O)O/N=C(\N)Cc1ccc(Cl)cc1,i,i
CC(C)(C)C(O)C(Cc1ccccc1Cl)n1cncn1 (stereo unspecified),i,i
O=C(Nc1cccc(C(=O)NC2CCCCC2)c1)c1ccccc1,i,i
CC1(C)CC(=O)c2sc(N3CCCCC3)nc2C1,i,i
O=C(CCS(=O)(=O)c1ccccc1)Nc1ccccc1F,i,i
COc1ccc(S(=O)(=O)O/N=C2\CCCc3ccccc32)cc1,i,i
O=C(Nc1ccc([N+](=O)[O-])cc1)c1cccc(S(=O)(=O)Nc2ccccn2)c1,i,i
Cc1ccnc(NC(c2ccccc2O)c2oc(CO)cc(=O)c2O)c1 (stereo unspecified),i,i
CC(=O)c1c(C)[nH]c(C(=O)Nc2ccc(C)c(S(=O)(=O)Nc3ccc(C)cc3C)c2)c1C,i,i
Cc1cccc(NC(=O)C(=O)NCc2ccc3c(c2)OCO3)c1C,i,i
COC(=O)c1ccc(CNS(=O)(=O)c2ccc3ccccc3c2)cc1,i,i
Cn1c(SCC(=O)c2ccc(-c3ccccc3)cc2)nnc1-c1ccco1,i,i
Cc1[nH]c2ccccc2c1/C=C(\C#N)C(=O)NC(C)c1ccccc1 (stereo unspecified),i,i
O=C(CCCCCn1c(=O)[nH]c2ccsc2c1=O)NCc1cccs1,i,i
COc1ccc(C2NC(=S)NC3=C2CCc2cc(OC)ccc23)cc1 (stereo unspecified),i,i
CCOc1cccc(C(=O)NC2=NCCS2)c1,i,i
Cn1nnnc1SCC(=O)Nc1ccccn1,i,i
COc1ccc(COC(=O)C2=C(C)NC(=O)NC2c2ccc(O)cc2)cc1 (stereo unspecified),i,i
CCN(C(=O)CSc1nc2nc(C)cc(C)n2n1)c1cccc(C)c1,i,i
c1ccc2nc3c(nc2c1)[nH]c1ccccc13,i,i
Cc1ccc(S(=O)(=O)NCCSc2nnnn2-c2cc(C)ccc2C)cc1,i,i
Cc1nc(NC(=O)c2ccccc2)sc1C1(C)CC(c2ccc(OC(F)(F)F)cc2)=NO1 (stereo unspecified),i,i
CC(C)N(C(=O)Cn1cc(S(=O)(=O)CC(=O)Nc2ccccc2)c2ccccc21)C(C)C,i,i
CCCCCCCCCCOC(=O)Cn1c(COc2ccccc2OC)[n+](C)c2ccccc21,i,19*
N#Cc1c2n(c3c(N)ncnc13)CCCCC2,i,i
Cc1ccc(OCCSc2nc3ccccc3n2CC(=O)O)cc1,i,i
CS(=O)(=O)Nc1ccc(N2CCCCC2)c(Cl)c1,i,i
O=C(NC1CCCC1)c1noc2c1CCCCC2,i,i
Cc1c(OCC(=O)N2CCC(C(N)=O)CC2)ccc2c1oc(=O)c1ccccc12,i,i
Cn1c(=O)c2c(nc(CN3CCN(Cc4ccccc4)CC3)n2Cc2ccc(Cl)cc2)n(C)c1=O,i,i
COc1cccc(/C=N/Nc2nc3ccccc3n3cnnc23)c1O,i,i
Nn1c(Cc2ccccc2F)n[nH]c1=S,i,i
CSc1ccccc1OCc1cc(C(=O)N(C)C(C)c2ccccn2)no1 (stereo unspecified),i,i
O=C(CCc1nc2sc3c(c2c(=O)[nH]1)CCCC3)NCCc1ccccc1,i,i
CC(=O)Nc1ccc(N(C(=O)Cc2cccs2)C(C(=O)NC2CCCC2)c2ccncc2)cc1 (stereo unspecified),i,i
CCCC(=O)Nc1ccccc1NC(=O)c1ccc(OCC)c(OCC)c1,i,i
CCOC(=O)CN1C(=O)N[C@@H](c2ccccc2)[C@@H](C(=O)OC)[C@H]1C,i,i
Cn1c(SCc2ccc(F)cc2)nnc1-c1cnccn1,i,i

# 5 compounds out of the list, ordered by length of the SMILES, low to high.
SMILES,CHT block,CHT PAM
N#Cc1c2n(c3c(N)ncnc13)CCCCC2,i,i
Cn1c(SCc2ccc(F)cc2)nnc1-c1cnccn1,i,i
Cc1ccc(OCCSc2nc3ccccc3n2CC(=O)O)cc1,i,i
CCCCCCCCCCOC(=O)Cn1c(COc2ccccc2OC)[n+](C)c2ccccc21,i,19*
CCOC(=O)CN1C(=O)N[C@@H](c2ccccc2)[C@@H](C(=O)OC)[C@H]1C,i,i

# Later entries:
SMILES,CHT block,CHT PAM
COc1ccc(CC(=O)NCc2cn3ccsc3n2)cc1,i,i
Cc1cccc(NC(=O)c2cnc3sccn3c2=O)c1,i,i
COc1cc(NC(=S)N2CCCCC2C)cc(OC)c1OC (stereo unspecified),i,i
CC1=CC2=NC(=O)/C(=C\c3cccn3CCOc3ccccc3)C(=N)N2O1,i,i
O=C(O/N=C/c1ccc2c(c1)OCO2)c1ccccc1Cl,i,i
O=C(CSc1ncnc2sc3c(c12)CCCC3)c1ccco1,i,i
COc1cccc(NC(=O)[C@H](Cc2ccccc2)NC(=O)[C@@H]2Cc3ccccc3CN2)c1,i,i
Cc1noc(C)c1C(=O)Nc1sc2c(c1C(N)=O)CCCCC2,i,i
COc1ccc(C(=O)Nc2cc(C)nn2-c2cccc(F)c2)cc1OC,i,i
O=C(N=Nc1ccc(NOC(=O)c2ccccc2Br)cc1)c1ccccc1O,i,i
Cc1cccc(NC(=O)CS(=O)CC(=O)Nc2cnc3ccccc3c2)c1C (stereo unspecified),i,i
CCOc1cc(NC(=O)C2CC2)c(OCC)cc1NC(=O)c1ccccc1OCC,i,i
CCc1noc(C)c1C(=O)N1CCN(S(=O)(=O)c2ccc(C(C)C)cc2)CC1,i,i
CCOc1ccc(CCNC(=O)C2=C(C)C(=O)OC23CCCCC3)cc1OCC,i,i
CCOc1ccc(OCCC(=O)N(CCCOC)c2c(N)n(Cc3ccccc3)c(=O)[nH]c2=O)cc1,i,i

# A stretch from the list above, for reference:
SMILES,CHT block,CHT PAM
Cc1noc(C)c1C(=O)Nc1sc2c(c1C(N)=O)CCCCC2,i,i
COc1ccc(C(=O)Nc2cc(C)nn2-c2cccc(F)c2)cc1OC,i,i

# Three records picked at random from the list so far:
SMILES,CHT block,CHT PAM
CCCCCCCCCCOC(=O)Cn1c(COc2ccccc2OC)[n+](C)c2ccccc21,i,19*
Cc1[nH]c(C)c(S(=O)(=O)N2CCN(c3ccc(Cl)cc3)CC2)c1C(=O)N1CCCC1,i,i
COc1ccc(N2CCN(C(=O)CCc3ccccc3OC)CC2)cc1,i,i

# (further entries)
SMILES,CHT block,CHT PAM
CCOC(=O)c1ccc(CSC(=N)N)o1,i,i
CC(C)C[C@H](NC(=O)c1nc[nH]c1C(=O)NC(c1ccccc1)c1ccccc1)C(=O)OC(C)(C)C,i,i
CSCCC(NS(=O)(=O)c1ccccc1F)C(=O)N1CC=C(c2ccccc2)CC1 (stereo unspecified),i,i
C=CCn1c(SCc2cc(=O)n3ccsc3n2)nc2ccccc2c1=O,i,i
O=S(=O)(c1ccccc1)N1CCN(C(c2ccccc2)c2ccc(OC(F)(F)F)cc2)CC1 (stereo unspecified),i,i
COc1ccc2nc(Nc3nc(CSc4nc5ccccc5[nH]4)cc(=O)[nH]3)nc(C)c2c1,i,i
Cc1cccc(C(=O)NCC(=O)OCC(=O)N2CC3(C)CC2CC(C)(C)C3)c1 (stereo unspecified),i,i
Cc1ccc(CC(=O)Nc2cccc(C#N)c2)cc1,i,i
CN(C(=O)CSc1cc(C(=O)c2nccn2C)c2ccccc2n1)c1ccccc1,i,i
CCOc1cc(N2CCOCC2)c(OCC)cc1NC(=O)c1ccc(OC(C)C)cc1,i,i
O=C(NC1CCCC1)c1cccc(Cn2cc([N+](=O)[O-])cn2)c1,i,i
O=C(CCCCCN1C(=O)CCC1=O)Nc1ccc2c(c1)OCO2,i,i
Cc1nc(C)c(C(=O)N/N=C/c2cc(Br)ccc2O)s1,i,i
O=c1[nH]c2ccccc2nc1-c1c[nH]c2ccccc12,i,i
O=C(c1cccs1)N(Cc1ccco1)Cc1cc2ccccc2[nH]c1=O,i,i
CC(C)c1ccc(S(=O)(=O)N2CCN(C(=O)c3ccc(N4CCCC4)c([N+](=O)[O-])c3)CC2)cc1,i,i
COc1ccc(C(=O)OCC(=O)NC(C)CCc2ccccc2)c(OC)c1 (stereo unspecified),-5.7*,i
COc1cccc(C(=O)NNC2OC(CO)C(O)C2O)c1 (stereo unspecified),i,i
CCn1nc(C(=O)OCC(=O)c2ccc(F)cc2)c2ccccc2c1=O,i,i
O=C1CC2(CCN(C(=O)c3cccc(F)c3)CC2)Oc2ccccc21,i,i
O=C(Nc1ccccc1C(=O)N1CCCC1)c1cccc(S(=O)(=O)N2CCCCCC2)c1,i,i
COc1cc(C(=O)Nc2ccc3c(c2)nc(C)n3C)cc(OC)c1OC,i,6.5*
CCN1C(=O)[C@H]2[C@@H](c3ccc(-c4cccc(Cl)c4)cc3)N[C@@](Cc3ccccc3)(C(=O)OC)[C@H]2C1=O,i,i
Cc1sc2ncnc(SCC(=O)NC(C)(C)C)c2c1C,i,i
O=C(N/N=C/c1ccccn1)c1ccc([N+](=O)[O-])cc1Cl,i,i
CCCc1cc(C(=O)Nc2ccc(C(=O)c3ccccc3)cc2)n(C)n1,i,i
O=C(O)c1ccccc1SCc1cn2cc(Cl)ccc2n1,i,i
CCCCSc1nnc(CSc2nc3nc(C)cc(C)n3n2)o1,i,i
CCCC(C(=O)Nc1ccc(S(=O)(=O)Nc2ncccn2)cc1)c1ccccc1 (stereo unspecified),i,i
COC(=O)c1c(NC(=O)c2ccoc2C)sc(C)c1C,i,i
CCn1nc(C(=O)OC(C(=O)c2c[nH]c3ccccc23)c2ccccc2)c2ccccc2c1=O (stereo unspecified),i,i
COCCn1cnc2c1c(=O)n(Cc1ccccc1C#N)c(=O)n2Cc1ccccc1,i,i
COc1cc(/C=C2/SC(=S)N(CCC(=O)Nc3ccc(C(=O)O)cc3)C2=O)cc(OC)c1OC,i,i
O=C1/C(=C/c2ccc(Cl)cc2)NC(=S)N1Cc1cccnc1,i,i
COc1ccc2nc(SCC(=O)N3CCNC3=O)[nH]c2c1,i,i
O=C(Cn1nnc2ccccc21)OCC(=O)c1ccc(Cl)c(Cl)c1,i,i
O=C(CSc1nnc(-c2cccnc2)n1Cc1ccco1)NCc1ccc2c(c1)OCO2,i,i
Cc1c(CC(C)C)nc(N)c(C#N)c1-c1ccccc1,i,i
CCOc1ccc(S(=O)(=O)N/N=C(\C)c2ccc3c(c2)OCO3)cc1,i,i
O=C(/C(=C/c1ccccc1)c1ccccc1)N1CCCCC1,i,i
O=C1CC[C@H](N2C(=O)c3ccccc3C2=O)C(=O)N1,i,i

# No enrichment for hits; overall some 1.5% were active at least once.
